EBV gp42 inh – inhibitors of Epstein-Barr virus glycoprotein 42. inhibition, % (tested at 21.74 µM). 0.42% of 220,000 active. Fluorescence polarization binding assay, mP read-out. AID 1085; in the data active means inhibition above about 50%
Runt-CBFb FRET – inhibitors of human RUNX1 Runt domain binding to CBFb; Q01196+Q13951; inhibition, % at 20 µM; 0.46% of 220,000 active; Cerulean-Runt/Venus-CBFb FRET ratio 530/480, 1 h;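 active means inhibition over about 50% at 20 µM in the single-dose screen, limit read from the data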;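 further: 0% = DMSO wells and 100% = excess unlabeled CBFb competitor control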
Target sequence (Q01196 whole entry, looked up, the tested form may be a part): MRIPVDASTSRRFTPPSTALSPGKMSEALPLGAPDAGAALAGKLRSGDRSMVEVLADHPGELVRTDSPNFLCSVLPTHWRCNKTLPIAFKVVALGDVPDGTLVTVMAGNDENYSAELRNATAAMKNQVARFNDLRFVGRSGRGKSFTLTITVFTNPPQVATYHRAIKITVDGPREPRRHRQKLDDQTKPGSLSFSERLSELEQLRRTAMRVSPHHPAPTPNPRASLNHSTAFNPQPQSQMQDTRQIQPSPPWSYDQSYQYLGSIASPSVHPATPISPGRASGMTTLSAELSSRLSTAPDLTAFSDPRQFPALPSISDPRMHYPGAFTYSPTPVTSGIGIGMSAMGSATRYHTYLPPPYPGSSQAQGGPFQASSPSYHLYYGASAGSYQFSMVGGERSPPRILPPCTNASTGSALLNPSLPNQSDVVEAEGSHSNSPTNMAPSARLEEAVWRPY
Target sequence (Q13951 whole entry, looked up, the tested form may be a part): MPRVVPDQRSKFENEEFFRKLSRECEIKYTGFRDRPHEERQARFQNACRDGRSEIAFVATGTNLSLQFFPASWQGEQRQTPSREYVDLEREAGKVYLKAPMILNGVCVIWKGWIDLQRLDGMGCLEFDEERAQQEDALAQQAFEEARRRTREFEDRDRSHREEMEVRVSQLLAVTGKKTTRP
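Measured by: fluorescence energy transfer, 422 nm excitation, 530/480 nm emission; test system: Cerulean-tagged RUNX1 Runt domain (FRET donor) fusion protein; buffer or medium: Tris pH 7.5 buffer with BSA; compound: one dose, 20 µM compound, 1% DMSO; times: two 1 h room-temperature incubations shielded from light; benchmarks: unlabeled CBFb 5 µM, positive control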
Tb hexokinase – T. brucei hexokinase 1 inhibition; recombinant TbHK1, G6PDH-coupled NADH A340; inhibition, % at 10 µM; 0.11% of 220,000 active;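 active means inhibition of 50% or more in the single-dose primary screen; inactive means inhibition below 50%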
Runt-SMMHC FRET – Runt domain-CBFb-SMMHC interaction inhibition; Cerulean-Runt/Venus-CBFb-SMMHC FRET ratio 530/480, 1 h; inhibition, % at 20 µM; AID 1434; 0.74% of 220,000 active;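 active means mean inhibition across duplicate retests at 20 µM reaching about 50%, limit read from the data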;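 further: 0% = DMSO wells and 100% = wells with excess untagged CBFb-SMMHC; inhibitors lower the FRET ratio by blocking Runt binding to CBFb-SMMHC; some results filed as inactive read as strong as hits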
RBBP9 inh – human RBBP9 hydrolase inhibition. recombinant RBBP9, FP-Rh probe fluorescence polarization. inhibition, % at 7.94 µM. AID 1515. 0.2% of 220,000 active. O75884;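 active means inhibition above the campaign mean of all tested compounds plus 3 SD, cut at about 14% in these data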;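 further: plate controls were DMSO wells with RBBP9 for no effect and wells lacking RBBP9 protein for full effect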
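Test system – recombinant human RBBP9 · Input – RBBP9 2.5 µM in dispensing solution, pre-mixing · Medium – Tris buffer pH 8.0, NaCl, Pluronic · Schedule – preincubation 30 min plus labeling 45 min at 25 °C · Measured by – fluorescence polarization · Measure – % inhibition · Controls – DMSO and no-protein wells · Replicates – one well per compound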
m-calpain inh – blocks pig calpain II enzyme activity; 0.37% of 220,000 active; inhibition, % at 16 µM; purified calpain II, fluorogenic peptide substrate, 30 min;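 active means inhibition above about 50%, limit read from the data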
Furin inh – inhibitors of human furin. P09958. purified furin, fluorogenic substrate cleavage. inhibition, % at 30 µM. 0.061% of 220,000 active; in the data active means inhibition above about 25%; further: inactives centre near -15
p97 ATPase inh – human p97 ATPase inhibition | inhibition, % at 8 µM | 0.42% of 220,000 active | recombinant p97 ATPase, Kinase-Glo ATP luminescence, 3 h | P55072; in the data active means inhibition above about 15%;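 further: 0% = DMSO vehicle and 100% = wells lacking enzyme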
NCF1 inh – blocks human p47phox regulatory protein of NADPH oxidases. P14598. p47phox/p22phox peptide binding, fluorescence polarization, 2 h. inhibition, % at 24.7 µM. 0.53% of 220,000 active. AID 1274;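 active means inhibition above about 30%, limit read from the data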;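 further: 0% = p47phox with labelled peptide and 100% = labelled peptide alone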
Target sequence (P14598 whole entry, looked up): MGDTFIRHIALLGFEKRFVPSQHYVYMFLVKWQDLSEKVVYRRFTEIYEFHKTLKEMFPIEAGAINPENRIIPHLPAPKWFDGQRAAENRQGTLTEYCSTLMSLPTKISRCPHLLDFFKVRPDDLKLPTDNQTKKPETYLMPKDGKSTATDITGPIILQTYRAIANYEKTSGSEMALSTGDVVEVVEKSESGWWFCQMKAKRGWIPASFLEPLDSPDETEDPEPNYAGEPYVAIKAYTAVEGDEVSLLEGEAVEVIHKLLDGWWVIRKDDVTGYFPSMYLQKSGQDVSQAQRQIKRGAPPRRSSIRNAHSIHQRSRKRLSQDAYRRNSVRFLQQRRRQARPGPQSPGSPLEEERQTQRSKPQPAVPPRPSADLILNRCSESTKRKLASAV
An asterisk follows results filed as active; · = not tested or not shown; & = joins results of further samples; [ ] = remark or other dose.

SMILES	EBV gp42 inh	Runt-CBFb FRET	Tb hexokinase	Runt-SMMHC FRET	RBBP9 inh	m-calpain inh	Furin inh	p97 ATPase inh	NCF1 inh
CCCCOc1cc(C(=O)NCCN(CC)CC)c2ccccc2n1	-14&-1	-1	-8&1	1	0&3	-16&-25	-17&-8	0&-4	-2&1
COc1cc(/C=N/NC(=O)c2ccc(=O)[nH]n2)ccc1O	5	2	-43	-4	-4	33	-12	-6	-1
O=c1cc(N2CCc3ccccc3C2)[nH]c(=O)n1-c1ccccc1Cl	-5	16	3	27	-3	24	-12	7	-11
Cc1[nH]c(=O)[nH]c(=O)c1S(=O)(=O)N1CCCC(C(=O)NCCc2ccc(Cl)cc2)C1 (centres undefined)	-12	-1	0	0	5	25	-22[20 µM]	4	-11
Cc1c(Cl)cccc1NC(=O)CCC(=O)NNC(=O)c1ccccc1	10	2	1	2	-5	-7	-28	2	-3
O=C(CSc1nc2ccc([N+](=O)[O-])cc2[nH]1)NC1CCCC1	4	0	-9	2	-11	12	-8	-8	4
Cc1cc(C(=O)OCC(=O)NC(=O)c2cccn2C)c2ccccc2n1	-10	1	-9	126	-4	-4	-10	-8	-10
CC(=O)c1cccc(NC(=O)Cc2ccc3c(c2)CCCC3)c1	6	-3	5	-1	0	6	-20[20 µM]	3	0
Cc1cc(C)n(CCN(C)C(=O)CCc2nnc(CCC3CCCCC3)o2)n1	-18	-2	0	0	-7	30	-12	-8	-5
COc1cc(NC(=O)c2cc3sccc3n2C)cc(OC)c1	6	1	-5	-2	-6	-59	-23	5	-18
COC(=O)C(C)n1cnc2c(nnn2Cc2ccc(Cl)cc2)c1=O (centres undefined)	-12	-3	-2	-2	-1	25	-20	3	-17
CN(C)/C=C(\C=O)c1c(Cl)cccc1Cl	2	0	-1	3	-10	1	-21	-2	-9
Cc1cc2nc(SCC(=O)Nc3nonc3C)c3c(c2cc1C)CCCC3	-12	0	0	2	0	-8	-13	-1	-10
O=S(=O)(c1ccccc1)N1CCN(S(=O)(=O)N2CCCCC2)CC1	-18	-2	0	-1	-4	5	-18[20 µM]	7	-3
Cc1[nH]c2ccc(C(=O)N3CCCCC3)cc2c1C	2	-2	2	-4	-1	-27	-25	2	-2

Looked up by structure from the entries so far, five records:
SMILES	EBV gp42 inh	Runt-CBFb FRET	Tb hexokinase	Runt-SMMHC FRET	RBBP9 inh	m-calpain inh	Furin inh	p97 ATPase inh	NCF1 inh
COC(=O)C(C)n1cnc2c(nnn2Cc2ccc(Cl)cc2)c1=O (centres undefined)	-12	-3	-2	-2	-1	25	-20	3	-17
COc1cc(/C=N/NC(=O)c2ccc(=O)[nH]n2)ccc1O	5	2	-43	-4	-4	33	-12	-6	-1
O=C(CSc1nc2ccc([N+](=O)[O-])cc2[nH]1)NC1CCCC1	4	0	-9	2	-11	12	-8	-8	4
Cc1[nH]c(=O)[nH]c(=O)c1S(=O)(=O)N1CCCC(C(=O)NCCc2ccc(Cl)cc2)C1 (centres undefined)	-12	-1	0	0	5	25	-22[20 µM]	4	-11
O=c1cc(N2CCc3ccccc3C2)[nH]c(=O)n1-c1ccccc1Cl	-5	16	3	27	-3	24	-12	7	-11

Returning to the listing, repeating the 2 entries before the break.
SMILES	EBV gp42 inh	Runt-CBFb FRET	Tb hexokinase	Runt-SMMHC FRET	RBBP9 inh	m-calpain inh	Furin inh	p97 ATPase inh	NCF1 inh
O=S(=O)(c1ccccc1)N1CCN(S(=O)(=O)N2CCCCC2)CC1	-18	-2	0	-1	-4	5	-18[20 µM]	7	-3
Cc1[nH]c2ccc(C(=O)N3CCCCC3)cc2c1C	2	-2	2	-4	-1	-27	-25	2	-2
O=C(CN1CCCc2ccccc21)Nc1ccccc1[N+](=O)[O-]	-9	1	-1	0	-10	4	-19	4	-4
O=C(COC(=O)C1CCCN1C(=O)c1cccs1)Nc1ccc2c(c1)OCO2 (centres undefined)	-26	-3	-3	3	2	0	-28	6	-8
COc1ccc(NC(=S)c2ccc(N(C)C)cc2)cc1	1	6	-3	-3	-1	-1	-23	6	-8
CCCCOc1ccc(C(C)NC(=O)C2CCCN(S(=O)(=O)CC)C2)cc1 (centres undefined)	8	-4	1	-3	-11	10	-20	-9	-9
CCCOc1ccc(S(=O)(=O)NCc2ccc(OC)cc2)cc1	-9	-1	2	6	-4	6	-35	-3	-17
CCC(C)[C@H](N)c1nnc(SCc2cccc(F)c2)o1 (some centres undefined)	-8	-4	5	-2	-2	-10	-6	0	-14
COC(=O)c1cccc(NC(=O)CCNC(=O)c2ccc([N+](=O)[O-])cc2)c1	-20	-2	-6	4	-2	6	-12	2	0
COCC(C)n1c(SCC(=O)NC(=O)Nc2ccc3c(c2)OCCO3)nc2ccccc2c1=O (centres undefined)	4	0	-10	1	7	-33	-17	6	-10
Cc1[nH]n(-c2ncc(-c3ccc(Cl)cc3)s2)c(=O)c1C(c1ccc(Cl)cc1)C(C#N)C#N (centres undefined)	2	-2	29	-10	-11	-49	-9	5	-28
CSc1nnc(-c2ccccc2Cl)o1	-25	0	-5	3	-11	0	-13[20 µM]	-3	20
CCOc1ccc(C2C(C#N)=C(N)Oc3cc(C)n(Cc4ccco4)c(=O)c32)cc1OC (centres undefined)	-9	9	-1	5	-8	22	-27[20 µM]	-4	2
CCN(CC)S(=O)(=O)c1cccc(S(=O)(=O)N2CCCCC2)c1	-20	-1	1	3	-7	9	-12[20 µM]	0	-4
Cc1cccc(C(=O)NNC(=O)c2ccccc2C)c1	-3	1	0	-4	-6	-7	-25	2	6
COC(=O)c1ccc(CSc2nnc(-c3ccc4c(c3)OCO4)n2-c2ccccc2)o1	-11	-2	12	-8	-4	9	-18	1	-16
O=C(CCc1nnc(COc2ccccc2)o1)NCc1ccccc1	1	-2	-6	0	-8	-25	-17	-1	-17
O=S(=O)(/C=C/c1ccccc1)Nc1ccc(F)cc1	-12	-1	-2	-2	3	-4	-27	2	3
CCc1ccccc1NC(=O)N1CCC(NC(=O)C(Cc2ccccc2)NC(C)=O)CC1 (centres undefined)	-3	0	3	3	6	-25	-33	2	-2
CN(C)/N=C/c1ccc(Sc2ccccc2[N+](=O)[O-])o1	-7	4	-13	-1	2	1	-17	0	-11
O=C(Nc1cccc(NC(=O)c2ccc(Br)o2)n1)c1ccc(Br)o1	-2	0	0	-3	-9	-58	-18[20 µM]	3	11
CC1CCN(CCOCCOc2ccccc2-c2ccccc2)CC1	7	-1	2	2	-9	-3	-18	-3	2
O=C(COC(=O)/C=C/c1ccc(S(=O)(=O)N2CCOCC2)cc1)NCc1ccccc1	-6	0	0	-3	0	7	-24	7	2
Cc1ccccc1Nc1nc(N)nc(COC(=O)c2cccn2C)n1	-24	-3	-1	1	-2	-12	-19	-5	-16
Cc1ccc(N2CC(=O)Nc3c(sc4nc(C)cc(C)c34)C2=O)cc1	-7	-4	-24	0	8	-9	-24	3	4
COc1ccc(-n2c(C)nc3cc(C(=O)NCCN4CCOCC4)ccc32)cc1	-11	2	-5	-2	-9	18	-1[20 µM]	-3	-2
CC(C)CCn1c(O)c(N=Nc2ccccn2)c2ccccc21	4	-10	30	-10	-14	33	-8	-6	-7
COc1ccccc1NC(=O)Nc1cnccn1	-5	1	0	2	-8	-7	-11	-2	-7
O=C(NCC(=O)N(c1ccccc1)C(C(=O)NCC1CCCO1)c1ccccc1)c1ccco1 (centres undefined)	-10	-2	0	0	1	-5	-12	5	-1
CC(C)Cc1nnc(NC(=O)Nc2ccccc2)s1	-12	·	3	·	1	-9	-20	2	-13
CC(CNS(=O)(=O)c1ccccc1)Sc1nncn1C (centres undefined)	-4	-3	-8	-1	4	-17	-18	7	2
N#Cc1nc(-c2ccccc2F)oc1NCc1ccccc1	-4	0	-6	1	-1	-442	-41	7	-18
Cc1cc(C)cc(NC(=O)CN2CCN(CCN=CC3=C(O)CC(c4ccc(Cl)cc4)CC3=O)CC2)c1 (centres undefined)	-9	-2	-16	-2	-8	-100	-16	-1	-15
Cc1ccc(N/N=C(\C#N)C(=O)c2ccsc2)cc1	-14	-1	4	-2	6	15	-6	-3	-8
CCc1ccc2c(CN3CCc4cc(OC)c(OC)cc4C3)cc(=O)oc2c1	-3	-16	-7	-41	1	-2	-23	4	-27
CCC(=O)N(CC)c1nc(-c2ccc(OC)cc2)cs1	-15	-4	-2	-10	-6	-17	-14	2	-7
NC(=O)c1ccc(NCCc2ccccc2)c([N+](=O)[O-])c1	8	-3	8	-2	-13	33	-12	-1	2
Cc1c(Cc2ccccc2)c(=O)oc2cc(OCC(N)=O)ccc12	-17	-1	-10	2	-7	-142	-41	3	-4
CC(Oc1ccc2oc3ccccc3c2c1)C(=O)NC12CC3CC(CC(C3)C1)C2 (centres undefined)	-15	-1	6	-6	2	20	-13	4	-42
O=C(O)CSc1ncnc2nc[nH]c12	-19	1	-7	-3	-15	9	-6[20 µM]	0	6
O=C1CCCN1CN(C(=O)c1ccccc1)c1ccccc1	0	0	1	-3	-5	15	-27	-2	-9
COc1ccc(NS(=O)(=O)c2cn(C)c(=O)n(C)c2=O)cc1	-5	1	-6	3	1	8	-21	10	-10
CCCCC1C2C(=O)N(c3ccccc3)C(=O)C2ON1c1ccccc1 (centres undefined)	-3	0	-3	-2	2	-8	-15	7	-16
C#CCOCCOCCOCCNc1nc(N2CCN(C(=O)[C@H](CCC(=O)O)n3cc(C(N)CO)nn3)CC2)nc(N2CCN(C(=O)[C@H](CCCCN)n3cc(C(N)CC(C)C)nn3)CC2)n1 (some centres undefined)	-11	0	-3	-5	·	9	-4	·	8
CCCOc1ccccc1C1NC(=O)NC(C)=C1C(=O)OCc1ccccc1 (centres undefined)	0	-6	0	7	-1	32	-26[20 µM]	-2	-3
CCOC(=O)c1oc2c(C)c(O)ccc2c(=O)c1-c1nncn1-c1ccccc1	-13	-1	-13	2	7	-1	-31[20 µM]	3	-11
O=C(Nc1ccc(F)cc1)c1cccc2c1C(=O)N(Cc1ccccn1)C2	-11	-4	-1	2	3	-14	-14[20 µM]	1	-17
CCn1c(SC(C)C)nnc1-c1cc(-c2ccccc2)sc1N	-17	2	-3	5	2	27	-2[20 µM]	-6	1
COc1ccc(N2C(=O)C(Cl)=C(N3CCCC3)C2=O)cc1	-12	6	-1	11	-4	-6	1	-3	-11
CC1(C(=O)Nc2nnc(SCc3ccccc3)s2)Cc2ccccc2C(=O)O1 (centres undefined)	-25	2	-7	32	-1	-30	-20[20 µM]	3	-7
O=C(O)c1ccc(NC(=S)N2CCCCC2)cc1	-10	0	-3	-3	-1	-25	-22	1	-9
Cc1cc(N2CCOCC2)ccc1/C=C\[N+](=O)[O-]	-55	-19	-5	-63	-3	2	-10	3	-25
C=CCn1c(N)c(C(=O)Nc2ccc(C)cc2)sc1=S	0	2	-4	-2	4	-60	-13[20 µM]	4	-15
Fc1ccccc1NC(=S)NCCc1ccccc1	-13	0	4	-7	-5	0	-10	4	-18
COc1ccccc1/C=C/C=c1\sc2nc(=O)c(Cc3ccccc3)nn2c1=O	-15	-1	6	-51	4	7	3	4	-51
COC(=O)c1cnc(SCc2ccc([N+](=O)[O-])cc2)n1C	-17	1	-13	1	-1	19	-9	3	-6
Cc1cc(=O)[nH]c(N/N=C/c2c(C)nn(-c3ccc(F)cc3)c2Cl)n1	-9	-1	-6	0	0	-27	-14	3	5
Cc1onc(-c2ccccc2Cl)c1C(=O)N1CCN(c2nc3ccccc3s2)CC1	6	0	-5	-5	0	-9	-8	3	-2
O=C(CSc1ccc(-c2ccc(F)cc2)nn1)NCCc1ccccc1	0	0	-2	-6	-11	-21	-17	-4	-3
